Screening results as filed in PubChem.
RmlCD inh 1536: M. tuberculosis RmlC/RmlD inhibition. P9WH09+P9WH11. RmlC+RmlD coupled enzyme assay, percent inhibition; primary screen in compound mixtures. inhibition, % at 3.6 µM. 160,000 compounds, 0.03% hits; in the data active = inhibition mostly above about 34%, no sharp cut-off; note: some results filed as inactive read as strong as hits
Target sequence (P9WH09 whole entry, looked up): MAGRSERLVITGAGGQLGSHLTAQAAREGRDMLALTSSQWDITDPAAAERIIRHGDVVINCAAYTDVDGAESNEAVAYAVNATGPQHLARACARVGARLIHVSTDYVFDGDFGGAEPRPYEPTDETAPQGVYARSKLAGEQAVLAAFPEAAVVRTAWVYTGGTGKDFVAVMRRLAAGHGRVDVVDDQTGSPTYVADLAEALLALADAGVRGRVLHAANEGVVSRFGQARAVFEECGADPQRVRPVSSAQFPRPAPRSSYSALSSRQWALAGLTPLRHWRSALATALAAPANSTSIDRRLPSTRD
Target sequence (P9WH11 whole entry, looked up): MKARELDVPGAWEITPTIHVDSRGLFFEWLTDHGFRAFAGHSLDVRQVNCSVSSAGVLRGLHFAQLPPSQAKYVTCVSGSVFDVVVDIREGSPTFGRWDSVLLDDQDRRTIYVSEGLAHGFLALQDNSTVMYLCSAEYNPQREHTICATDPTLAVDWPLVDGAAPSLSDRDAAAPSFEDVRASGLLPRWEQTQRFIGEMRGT
M. tuberculosis GlmU: inhibition of mycobacterial GlmU enzyme – biochemical, glucosamine-1-phosphate acetyltransferase (AID 1376) | inhibition, %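 (tested at 30 µM in the primary screen)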; hits with a dose series show IC50 in µM | 220,000 compounds, 0.25% hits | M. tuberculosis GlmU acetyltransferase enzyme assay; higher % means a stronger effect; in the data active = inhibition above about 13%;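 note: 0% = complete reaction with vehicle and 100% = reaction without substrate; strong numbers were not always called active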
* = called active by the depositor; . = not tested or not shown. The list is partial; the hit share may differ from the screen's.

Value order: RmlCD inh 1536, M. tuberculosis GlmU
Cc1cccc(C)c1NC1=NC(=S)N(c2ccc(C(=O)O)cc2)C12CCCCC2
  -10.7, 0.2%
Cc1nn(Cc2ccccc2)c(Cl)c1C(=O)OC(C)C#N (stereo not given)
  -7.8, 2.3%
CCOC(=O)c1sc(C)c(C(=O)NCCCN2CCOCC2)c1N
  -14.0, -1.6%
Cc1ccc(/C=C2/SC(=S)N(CCCC(=O)Nc3ccc(O)cc3)C2=O)cc1
  ., 2.1%
CCOc1ccccc1NC(=O)C(Sc1ccccc1)c1ccccc1 (stereo not given)
  ., -0.5%
N#C/C(C(=O)Oc1ccccc1)=C1/Nc2ccccc2-c2ccccc21
  13.3, .
O=C(NC(=S)NNS(=O)(=O)c1ccccc1)c1ccc([N+](=O)[O-])cc1
  3.8, 9.0%
CCN1C(=O)Cc2cc(S(=O)(=O)N3CCOCC3)ccc21
  28.0, 0.7%
COc1ccc(N2CCN(c3nc4ccccc4n3CC(=O)c3ccccc3)CC2)cc1
  -7.5, 0.7%
Cc1ccc(S(=O)(=O)N2CCN(c3ccc([N+](=O)[O-])c(NCCN4CCOCC4)c3)CC2)cc1
  77.0, 0.4%
CCN(c1cccc(C)c1)S(=O)(=O)c1c(C)[nH]c(=O)[nH]c1=O
  ., 1.0%
O=c1c2cc(Cl)ccc2nc(-c2ccc([N+](=O)[O-])cc2)n1O
  0.0, 1.4%
O=C(CCC(=O)NC1CC1)Nc1nnc(C2CCCCC2)s1
  ., -0.1%
CC1(Cc2ccc3c(c2)OCO3)NC(=O)NC1=O (stereo not given)
  ., 2.2%
Cc1nnc(N/N=C/c2c(Cl)cccc2Cl)n1N
  16.6, -0.4%
N#CCCN(C(=O)COc1ccc(F)cc1Br)c1ccccc1F
  -9.3, -1.6%
Cc1noc(C)c1COc1ccc(C(=O)OCC(=O)Nc2ccc3ccccc3c2)cc1
  -17.4, 2.5%
O=C(Nc1cccc(S(=O)(=O)N2CCOCC2)c1)c1cc2ccccc2o1
  ., -2.5%
O=C(Nc1ccccc1N1CCOCC1)c1ccccc1NS(=O)(=O)c1ccc(F)c(F)c1
  1.0, -5.0%
COc1ccc(S(=O)(=O)N2Cc3ccccc3CC2C(=O)Nc2ccc(O)cc2)cc1OC (stereo not given)
  6.4, 3.0%
O=C1/C(=C/c2cccnc2)CCc2c1[nH]c1ccccc21
  ., 0.3%
CNC(=O)c1cccn(Cc2cc(C(F)(F)F)cc(C(F)(F)F)c2)c1=O
  4.4, -2.0%
C/C(=N\NC(=O)CCn1nnc2ccccc21)c1cccs1
  28.1, -3.2%
Cn1c(CNc2ccc(Cl)cc2)nc2ccccc21
  5.2, 0.1%
COc1cccc(CC2(CO)CCCN(S(=O)(=O)N(C)C)C2)c1 (stereo not given)
  -8.8, 1.3%
COc1ccc(-c2[nH]c3ccccc3c2SCCN)cc1
  ., -5.2%
CCN(c1ccccc1)S(=O)(=O)c1ccc(C(=O)Nc2nnc(-c3ccco3)o2)cc1
  -3.3, -0.1%
CCOC(=O)C(C)Sc1nc2ccccc2c(=O)n1CC1CCCCC1 (stereo not given)
  -3.9, 3.3%
COc1cc(CN2CCNC(=O)C2CC(=O)N(Cc2nccn2C)C(C)C)cc(OC)c1 (stereo not given)
  -14.9, 1.7%
COc1ccc(NC(C)=O)cc1S(=O)(=O)Nc1ccc(C(=O)N2CCCC2)cc1
  1.6, -1.6%
Cc1cccc(OCCC(=O)Nc2ccc(F)c(F)c2)c1
  ., -3.9%
COc1ccc2c(c1OC)C(=O)N1c3ccccc3N=C(c3ccc([N+](=O)[O-])cc3)CC21 (stereo not given)
  0.9, 2.2%
CN1c2ccsc2C(O)=C(C(=S)Nc2ccccc2)S1(=O)=O
  ., 1.4%
O=C(Nc1cccc(O)c1)C1CCCN1C(=O)OCc1ccccc1 (stereo not given)
  -2.6, 2.0%
COc1cc(C2NC(=O)NC(C)=C2C(=O)OCC2CCCO2)cc(OC)c1OC (stereo not given)
  -10.7, 5.7%
CCC(=O)N1CCN=C1SCc1ccccc1
  ., -0.3%
CC1(C)CC(=O)c2cc(C(=O)N3CCN(CCO)CC3)c(=O)n(-c3ccc(Cl)cc3)c2C1
  ., 2.4%
CCOc1nc(OCC)c2cnn(C)c2n1
  8.9, -4.2%
O=C(NCC1CCCO1)c1cccc(N2C(=O)C3C4C=CC(C4)C3C2=O)c1 (stereo not given)
  ., 2.1%
Cc1ccc(/C(O)=C2\C(=O)C(=O)N(Cc3cccnc3)C2c2ccccc2[N+](=O)[O-])cc1 (stereo not given)
  -8.7, 5.6%
CCn1c(=O)cc(SCC(=O)N2CCN(c3ccccn3)CC2)c2ccccc21
  5.5, .
O=C(COc1ccc(Cl)cc1)NCc1nnc(SCC(=O)Nc2ccc(F)cc2F)o1
  -0.3, -5.5%
CCCCn1[nH]c(-c2ccccc2)cc1=O
  -12.3, -6.0%
Nc1cc2nc[nH]c2cc1N
  73.4, -3.3%
O=C(CSc1nnc(Cc2cc(=O)[nH]c(=O)[nH]2)n1-c1ccc(F)cc1)N1CCCCC1
  3.7, 2.1%
Cc1ccc(C(=O)N2CC(=O)Nc3ccc(F)cc3C2c2ccccc2)cc1[N+](=O)[O-] (stereo not given)
  53.6, 3.1%
COc1ccc(CC(=O)Nc2cc3oc4ccccc4c3cc2OC)cc1
  ., 3.9%
NC(=O)CSc1nc2sc(-c3ccccc3)cc2c(=O)n1N
  -13.4, .
COc1cc(C(F)(F)F)c(C(=O)N(C)Cc2cc(Cl)cc(Cl)c2)cn1
  -9.1, 7.0%
Fc1ccc(NC(=S)NCCc2ccc(Cl)cc2)cc1
  10.7, 7.1%
CC(C)Oc1ccccc1-c1nc(SCC(=O)O)n[nH]1
  6.9, 2.1%
O=c1c2sc(-c3ccccc3)cc2nc2n1CCCCC2
  7.3, .
Cc1nc(N2CCOCC2)c2c(C)c(C(=O)Nc3ccccc3Cl)sc2n1
  0.2, -3.9%
CCn1nc(C)c(NC(=O)/C=C/c2cnn(C)c2)c1C
  4.8, 1.8%
COC(=O)C1=C(c2cccc(OC)c2OC)C[C@@H]2CC[C@H]1N2C(=O)NC1CC1
  ., -5.8%
Cc1cccc2cc(C#N)c(SCC(=O)N3CCC(C)CC3)nc12
  ., 2.0%
CCOC(=O)c1ccc(Nc2c(CC)c(C)nc3ncnn23)cc1
  7.9, 0.8%
COC(=O)c1nc(-n2nc(C)cc2C)ccc1Cl
  ., 2.8%
CCOC(=O)C1(Cc2cccc(F)c2)CCN(C(=O)Cc2cccnc2)CC1
  ., 0.4%
Cc1n[nH]c(=S)n(NC(=O)/C=C/C(=O)Nn2c(=S)[nH]nc(C)c2=O)c1=O
  7.4, 4.0%

In the list so far, two contain a COOH group.
Value order: RmlCD inh 1536, M. tuberculosis GlmU
Cc1cccc(C)c1NC1=NC(=S)N(c2ccc(C(=O)O)cc2)C12CCCCC2
  -10.7, 0.2%
CC(C)Oc1ccccc1-c1nc(SCC(=O)O)n[nH]1
  6.9, 2.1%

(next part)
Value order: RmlCD inh 1536, M. tuberculosis GlmU
C1=CN2CCC1C(c1ccccc1)C2 (stereo not given)
  ., 0.6%
Cc1cc2nc(-c3ccc(NC(=O)C(C)C)cc3)oc2cc1C
  2.6, -0.1%
CCOc1c2ccc(C(=O)NCC34CC5CC(CC(C5)C3)C4)cc2nn1CC
  ., -1.4%
C/C(=N/NC(=O)CSc1nc2ccccc2n1C)c1ccncc1
  -0.5, 1.2%
c1ccc(C2[C@H]3CN(CC4CCCCC4)[C@H](c4ccccc4)C34CC2(c2ccccc2)C4)cc1 (stereo not given in full)
  ., 0.3%
C=C(C)c1cccc(C(C)(C)NC(=O)N2CCN(c3ccccc3)CC2)c1
  ., -2.3%
COc1ccc(CN(CCC#N)CCC2(c3ccccc3)CC(C)N(C)CC2C)cc1OC (stereo not given)
  5.2, 2.8%
O=C1c2cccc3cccc(c23)C(=O)N1OS(=O)(=O)c1ccccc1
  14.1, -3.9%
COC(=O)c1cc(NC(=O)/C=C/c2ccc3c(c2)OCO3)cc(C(=O)OC)c1
  ., 7.6%
CCOC(=O)c1cc2c(s1)-c1c(C)cccc1OC2
  ., 0.8%
C/C(=N\NC(=O)C(=O)Nc1c(C)n(C)n(-c2ccccc2)c1=O)c1ccc(Cl)s1
  -8.7, 1.9%
Cc1cc(Oc2ccc(-c3ccccc3)cc2)n2ncnc2n1
  ., 4.7%
COc1ccc2c(C)nc(Nc3nc(-c4ccccc4)cc(=O)[nH]3)nc2c1
  -2.5, -1.1%
CCOc1ccc(NS(=O)(=O)c2ccc3[nH]c(=O)cc(C(=O)O)c3c2)cc1
  ., 5.2%
CCOC(=O)C1CCN(C(=O)C2CCCCC2)CC1
  12.3, -0.3%
Cc1ccc(-n2[nH]c(C)c(C=NCc3ccncc3)c2=O)cc1
  2.0, 4.7%
CC(C)OCCCNC(=O)NC12CC3CC(CC(C3)C1)C2
  38.1, -1.2%
Cc1ccc(NC(=O)CN2C(=O)C3CC=CCC3C2=O)cc1S(=O)(=O)N1CCOCC1 (stereo not given)
  10.3, -1.9%
CCC/C=N/NC(=O)c1cccc(Br)c1
  -9.0, 0.1%
CC(=O)Nc1ccc(S(=O)(=O)NC(CC(=O)NC2CCCCC2C)C(C)C)cc1 (stereo not given)
  8.7, -4.6%
Cn1c(=O)[nH]c(=O)c2c1nc(Br)n2CCSc1nnnn1-c1ccccc1
  13.1, 1.4%
CCN(CC)CCN1C(=O)c2oc3ccccc3c(=O)c2C1c1cccc(Br)c1 (stereo not given)
  -7.8, -5.0%
CCN(CCn1cccn1)C(=O)CC1C(=O)NCCN1Cc1ccc(OC)c(OC)c1 (stereo not given)
  12.4, 2.4%
O=C(Oc1ccc(NC2=C(Cl)C(=O)c3ccccc3C2=O)cc1)c1ccc([N+](=O)[O-])cc1
  8.4, 1.6%
COc1ccc(OC)c(/C=C/C(=O)OCC(=O)Nc2ccc3c(c2)OCCO3)c1
  -5.9, 4.6%
C[C@@H]1CCC[C@@]2(O[C@H](CCO)C[C@H](O)[C@H]2O)O1
  ., -4.3%
COc1ccc(OC)c(-c2cc(C(=O)NCCN3CCOCC3)no2)c1
  ., 2.5%
Cc1nn(C(C)(C)C)c(OC(=O)c2cccs2)c1S(=O)(=O)c1ccccc1
  ., 3.1%
c1ccc(CC(NCc2ccco2)c2ccccc2)cc1 (stereo not given)
  10.9, -4.1%
CCC(C(=O)OCC(=O)Nc1ccc(C(N)=O)cc1)c1ccccc1 (stereo not given)
  4.5, -5.8%
CCN(CC(=O)NC(C)(C)C)Cc1nc2c(Br)cc(Br)cc2c(=O)[nH]1
  10.0, 2.3%
COc1nc(N)nc(NC23CC4CC(CC(C4)C2)C3)n1
  ., 0.8%
COc1ccc(OC)c(-n2c(-c3cc(-c4ccc(F)cc4)n[nH]3)n[nH]c2=S)c1
  3.3, 6.1%
COc1ccc2cc(C(=O)Nc3ccc(S(N)(=O)=O)cc3)sc(=O)c2c1OC
  6.2, 1.4%
COc1ccc(OCCNS(=O)(=O)Cc2ccccc2)cc1
  7.2, 2.3%
O=C(c1c[nH]c2ccc(S(=O)(=O)N3CCC4(CC3)OCCO4)cc2c1=O)N1CCOCC1
  ., -0.8%
O=C(CNC(=O)c1ccc2c(c1)OCCO2)N/N=C/c1cccc(Br)c1
  -4.4, 2.8%
O=C(c1ccc(Br)cc1)c1sc(N2CCOCC2)nc1-c1ccccc1
  -11.2, 1.4%
Cc1ccc(CNC(=O)CCCNS(=O)(=O)c2cccc3nonc23)cc1
  -5.0, 0.4%
Cn1c(=O)c(C(=S)NC(=O)C2CC2)c(N)n(Cc2ccccc2)c1=O
  -13.6, 4.3%

2 entries from above, as comma-separated lines.
SMILES,RmlCD inh 1536,M. tuberculosis GlmU
O=C(c1c[nH]c2ccc(S(=O)(=O)N3CCC4(CC3)OCCO4)cc2c1=O)N1CCOCC1,.,-0.8%
O=C(CNC(=O)c1ccc2c(c1)OCCO2)N/N=C/c1cccc(Br)c1,-4.4,2.8%

Going on with the list.
Value order: RmlCD inh 1536, M. tuberculosis GlmU
COC(=O)c1cn(CC(=O)NC2CCCCCC2)c2ccccc12
  5.5, 0.7%
CC(C)(C)c1ccc(OCc2ccc(C(=O)N/N=C3\CC4CC=CC34)cc2)cc1 (stereo not given)
  ., 3.3%
Cc1ccc(-n2[nH]c(C)c(C=Nc3ccc4[nH]c(=O)[nH]c4c3)c2=O)cc1
  4.9, 3.0%
Cn1cnc([N+](=O)[O-])c1N=C(N)N
  ., 2.4%
CC(C)CCNC1=CC(=O)CC(c2ccccc2)C1 (stereo not given)
  93.8, 2.1%
Cc1nn(C)cc1C(C(=O)NC1CCCCC1)N(C(=O)c1cnccn1)c1ccc(Oc2ccccc2)cc1 (stereo not given)
  ., -3.0%
C=CCNC(=O)c1cccc(C(F)(F)F)c1
  -7.0, -1.5%
COc1cc2c(cc1OC)C(c1cccs1)CC(=O)N2 (stereo not given)
  5.4, 4.7%
CCCc1cc(=O)[nH]c(SCC(=O)c2c(N)n(C)c(=O)n(C)c2=O)n1
  ., 0.9%
Cc1nn(C)c(Oc2ccccc2)c1[N+](=O)[O-]
  -16.6, -1.6%
Cc1ncoc1C(=O)Nc1cccc(Cl)c1C
  2.9, 3.2%
C/C(N)=C(/C#N)C(=O)COC(=O)C1CCN(C(=O)c2ccc(Cl)cc2)CC1
  -7.3, -4.1%
Clc1ccc(Cn2nnc(-c3ccccc3)n2)cc1
  ., 2.1%
Nn1c(COc2cccc(Cl)c2)nc2ccccc2c1=O
  28.6, 1.2%
CCc1nc(C)cn1S(=O)(=O)c1cc(F)ccc1OC
  -0.5, 2.6%
COc1ccc(C(=O)N2CCN(c3ccc(C)cc3C)CC2)cc1OC
  14.2, 3.8%
